Compound activity from PubChem BioAssay.
D2 PAM – positive allosteric modulators of human D2 dopamine receptor. P14416. HEK293 T-REx D2, calcium flux, EC20 dopamine potentiation. potentiation, % at 10 µM. 340,000 compounds, 0.34% hits. AID 485347;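 active = potentiation over 3 SD above the plate norm, cut at about 30% in these data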; note: 0% is about no effect
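Using a no-wash calcium dye in inducible, force-coupled HEK293 Trex cells expressing D2, we tracked fluorescence each second for 180 s after compound, then for 180 s after EC20 dopamine to detect augmented signalling.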
RXFP1 antagonist – antagonists of human relaxin receptor RXFP1. activity change, negative = inhibition, % at 57.5 µM. 350,000 compounds, 0.59% hits. HEK293-RXFP1, relaxin-stimulated cAMP HTRF, 30 min; stronger effect = lower value;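 active = activity change of -60% or lower, but not beyond a set lower limit; inconclusive = change between -60% and -40%, or beyond the set limit; inactive = change above -40%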; note: % is set by controls: 0 for no effect and ±100 for the full control effect
D1 agonist – agonists of human D1 dopamine receptor; HEK293 T-REx D1 cells, calcium flux, agonist mode; activation, % at 2 µM; 360,000 compounds, 1% hits; AID 504660; in the data active = activation above about 30%; note: 0% is about no effect
Target sequence (P21728 whole entry, looked up): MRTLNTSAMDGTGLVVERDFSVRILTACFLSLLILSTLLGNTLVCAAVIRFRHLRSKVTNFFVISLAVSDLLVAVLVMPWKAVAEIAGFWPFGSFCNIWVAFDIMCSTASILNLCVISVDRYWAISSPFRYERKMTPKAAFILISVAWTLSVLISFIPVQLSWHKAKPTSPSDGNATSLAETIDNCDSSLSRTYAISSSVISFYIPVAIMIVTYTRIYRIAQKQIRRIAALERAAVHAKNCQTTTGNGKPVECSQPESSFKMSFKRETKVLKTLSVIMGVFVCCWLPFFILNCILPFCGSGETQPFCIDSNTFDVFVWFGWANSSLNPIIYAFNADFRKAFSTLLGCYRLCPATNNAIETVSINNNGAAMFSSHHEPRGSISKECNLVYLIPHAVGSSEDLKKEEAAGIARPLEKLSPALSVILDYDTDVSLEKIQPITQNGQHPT
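Tetracycline-induced HEK293 TREx D1 cells, force-coupled to calcium signalling, were dye-loaded with a no-wash calcium kit. Compound was pin-added after a 10 s baseline. Fluorescence was read kinetically at 1 cycle/s for 180 s, with calcium rises flagged as agonism.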
RXFP1 ag – RXFP1 (human) receptor agonism; Q9HBX9; HEK293T-RXFP1 cAMP TR-FRET, 30 min; response scale: percent of porcine relaxin response, buffer zero; Potency, µM (doses to about 57.5 µM), for inactives: at the top dose activation, most hits filed as activators; 370,000 compounds, 0.3% hits; AID 2676; note: potency is the fitted concentration of half-maximal effect; % is set by controls: 0 for no effect and ±100 for the full control effect; nearly all actives have a fitted effect of over 60% in size; many of its hits are not listed in these tables
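cAMP rise read by TR-FRET after 30 min, 37C compound exposure (up to 58 uM) in RXFP1-transfected HEK293 cells with Ro 20174 present. EC50 from Hill-equation fits, with 29 nM porcine relaxin as 100% and buffer as basal.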
Vif-APOBEC3G blk – inhibitors of Vif-APOBEC3G interaction | Q9HC16 | HeLa A3G-eYFP + Vif (tagged APOBEC3G with the HIV-1 protein that degrades it), YFP fluorescence, overnight | Potency, µM (series often up to 46.1 µM), for inactives: at the top dose activity, negative = active, usual class: inhibitors | 410,000 compounds, 0.076% hits;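 note: potency is the fitted concentration of half-maximal effect; % is set by controls: 0 for no effect and ±100 for the full control effect; nearly all actives have a fitted effect of over 60% in size; hits raise eYFP signal because A3G escapes Vif-driven loss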
Target sequence (Q9HC16 whole entry, looked up): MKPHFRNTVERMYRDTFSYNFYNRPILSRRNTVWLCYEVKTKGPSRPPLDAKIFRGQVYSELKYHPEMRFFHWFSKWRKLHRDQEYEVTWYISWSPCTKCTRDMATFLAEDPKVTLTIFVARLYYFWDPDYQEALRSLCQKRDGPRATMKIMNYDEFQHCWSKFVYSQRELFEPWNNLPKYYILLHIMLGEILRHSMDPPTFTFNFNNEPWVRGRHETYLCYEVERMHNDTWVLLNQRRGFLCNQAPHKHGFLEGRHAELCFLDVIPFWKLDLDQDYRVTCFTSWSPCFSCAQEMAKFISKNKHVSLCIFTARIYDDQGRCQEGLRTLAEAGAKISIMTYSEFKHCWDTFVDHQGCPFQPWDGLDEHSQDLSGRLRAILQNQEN
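HeLa cells stably expressing Vif and C-terminally eYFP-tagged A3G, seeded overnight at 37 deg C, then exposed to compound by pintool overnight at 37 deg C. Rise in yellow fluorescence (Ex 488/Em 500-530, Acumen) marks blocked Vif-driven A3G degradation.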
Vif-A3F inh – Vif-A3F binding inhibition | Potency, µM (highest dose often 46.1 µM), for the others: at the top dose activity, negative = active | AID 602313 | 390,000 compounds, 0.2% hits | HeLa A3F-eYFP + Vif (tagged APOBEC3F with the HIV-1 protein that degrades it), YFP fluorescence increase; note: potency is the fitted concentration of half-maximal effect; % of control where 0% means no effect; nearly all actives have a fitted effect of over 65% in size
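HeLa cells stably expressing Vif plus C-terminally eYFP-tagged A3F were seeded, incubated overnight at 37 deg C, dosed with compound, incubated overnight again at 37 deg C. Yellow fluorescence (Ex 488/Em 500-530) reported blocked Vif-mediated A3F-eYFP degradation.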
D1 potentiator – potentiators of human D1 dopamine receptor. P21728. HEK293 TREx D1 cells, calcium flux, dopamine EC20 potentiation. potentiation, % at 10 µM. 360,000 compounds, 0.036% hits. AID 504651; in the data active = potentiation above about 30%; note: 0% is about no effect
GRP78 ERSR act – induces the endoplasmic reticulum stress response in human glioma cells; U87-MG GRP78 promoter luciferase reporter, 16 h; Potency, µM, for inactives: at the top dose activation, usual class: activators; 420,000 compounds, 0.02% hits; note: potency is the fitted concentration of half-maximal effect; series mostly up to about 76 µM; % of control where 0% means no effect; nearly all actives have a fitted effect of over 35% in size
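Stably transfected U87-MG human glioma cells carrying a GRP78-based luminescent sensor were seeded at 1000 cells/well, pin-dosed with compounds and incubated 16 h. Luciferase reagent was then added, and end-point luminescence was read after 10 min at room temperature.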
D1 antagonist – human D1 dopamine receptor antagonism | P21728 | HEK293 TREx D1 cells, calcium flux, dopamine EC80; stronger effect = lower value | activity change, negative = inhibition, % at 10 µM | 360,000 compounds, 3.2% hits; in the data active = activity change below about -30%; note: % is set by controls: 0 for no effect and ±100 for the full control effect
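HEK293 T-REx cells expressing inducible, force-coupled D1 receptor; no-wash Ca dye, 30–90 min RT. Cmpd → 180 s read at 1 Hz → EC80 DA → 180 s read.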
An asterisk follows results filed as active; ? = inconclusive; . = no result given; & = joins results of further samples. Unless noted, calls come from the whole dose curve; as a rule, active = well fitted curve in the direction sought with a large enough effect; inconclusive = small, poorly fitted or top-dose-only effect, or another doubt; inactive = no such curve, though single readings can be large; an effect the other way counts as inactive or inconclusive.

Each structure is followed by: D2 PAM	RXFP1 antagonist	D1 agonist	RXFP1 ag	Vif-APOBEC3G blk	Vif-A3F inh	D1 potentiator	GRP78 ERSR act	D1 antagonist
CCN(CC)CCn1c2c(c(SCC(=O)Nc3nc4ccc(C)cc4s3)nc1=O)CCC2
→ 4	-1	22	0.5%	-1%	3%	-4	2%	57
Cc1c(Cl)cccc1NC(=O)COC(=O)c1c2c(nc3ccccc13)CCN(Cc1ccccc1)C2
→ .	6	10	2.2%	-7%	-5%	3	-4%	-13
COc1ccc(-c2ccnc3nc(Sc4ncc(C(F)(F)F)cc4Cl)nn23)cc1
→ 0	-3	3	-2.2%	3%	1%	-3	1%	-23
Cc1nc2c(-c3ccccc3)c(C)nn2c(C)c1CCC(=O)NCc1cccc(Cl)c1
→ 2	.	1	-0.3%	3%	-6%	-7	1%	7
Cc1ccc(C)c(NC2=C(c3ccc(C(F)(F)F)cc3)C(=O)c3ccccc32)c1
→ 3	-22	0	2.4%	0%	-2%	2	-2%	0
Cc1cc(C)cc(-n2ccn3cnnc3c2=O)c1
→ 12	.	-1	-0.1%	3%	-6%	1	-2%	4
OC(COC(c1ccc(F)cc1)c1ccc(F)cc1)CN1CCc2ccccc2C1 (configuration not stated)
→ -17	-62*	5	-3.0%	?	-18%	-7	-6%	3
COCC(O)Cn1ccnc1[N+](=O)[O-] (configuration not stated)
→ .	4	.	.	3%	0%	.	-2%	.
Cc1[nH]n(C(N)=S)c(=O)c1N=Nc1cccc([N+](=O)[O-])c1C
→ -3	10	11	9.5%	0%	-9%	-6	3%	6
CCc1ccccc1NC(=O)COc1ccc(C(=S)N2CCCC2)cc1
→ 4	-11	4	1.3%	-12%	-16%	3	-3%	12
CCCC(c1nnnn1Cc1cccs1)N1CCN(C)CC1 (configuration not stated)
→ -8	-13	4	-1.6%	4%	2%	5	-3%	3
CNC(=O)NC(=O)CSc1nc2cc(C(=O)OC)ccc2c(=O)n1-c1ccccc1
→ 5	8	4	6.0%	-1%	-3%	-1	-2%	2
CCCn1c(N)c(C(=O)CSc2nnc(Cc3ccccc3)o2)c(=O)n(C)c1=O
→ 23	-6	13	-0.6%	-1%	-1%	-1	3%	-12
O=C(O)c1c[nH]ccc1=O
→ 1	8	2	-1.6%	0%	-1%	-5	-1%	-5
CC(=O)Nc1ccc(NC(=O)C(Cc2ccccc2)NC(=O)C2CCCCC2)cc1 (configuration not stated)
→ -5	.	2	-1.8%	3%	8%	1	-3%	-16
O=C(COC(=O)c1ccccc1NC(=O)c1ccco1)NCCC1=CCCCC1
→ 12	-7	12	1.0%	-13%	-2%	-2	12%	10
CCCCOC(=O)Cn1c2ccc(OC)cc2c2nc3ccccc3nc21
→ -8	0	21	8.7%	?	?	-1	-3%	1
COc1ccc(CNC(=S)N2CCN(S(=O)(=O)c3cccc(F)c3)CC2)cc1
→ -3	-3	4	0.0%	-1%	0%	5	-3%	3
CC1(C)CC(OC(=O)c2ccco2)CC(C)(C)N1O
→ -3	-13	1	-0.7%	0%	-1%	-8	-5%	-5
Cc1ccc(N(C)C(=O)Cn2cc(S(=O)(=O)N3CCCC3)c(S(=O)(=O)N3CCCC3)c2)cc1
→ -6	-13	2	-0.8%	3%	-3%	-6	-4%	3
O=C(O)/C=C\C(=O)Nc1ccc(N2CCN(c3ccc(F)cc3)CC2)cc1
→ 4	22	0	-2.0%	-2%	4%	-4	0%	12
CC(=O)C1(C)C(=O)N(c2ccc(C)cc2)C(=O)N1c1ccc(C)cc1 (configuration not stated)
→ .	-4	.	.	0%	8%	.	-3%	.
O=C(CCCN1C(=O)/C(=C\c2cccs2)SC1=S)Nc1cccc(C(=O)O)c1
→ 16	-23	3	-0.2%	0%	20%	-1	3%	-25
Cc1ccc2[nH]cc(C(=O)CCl)c2c1
→ 12	-12	6	7.1%	-17%	4%	-2	-13%	-29
COC(=O)c1ccc(CN2C(=O)NC3(CCCCC3C)C2=O)o1 (configuration not stated)
→ 0	-1	1	-0.1%	1%	.	-5	2%	-12
COc1ccc(-c2ccc(Nc3ccc(C(=O)N4CCOCC4)cc3)nn2)cc1OC
→ 13	-8	-1	-0.1%	0%	-8%	-5	1%	-2
NC(=O)CSCc1nc2ccccc2s1
→ 4	-13	4	0.3%	-3%	-16%	-1	5%	12
O=C(c1ccc(Cl)cc1)n1nc(-c2cccnc2)nc1NCc1ccc(F)cc1
→ -14	-12	-1	-1.4%	3%	2%	1	-1%	-16
Cc1cc(C)c(C#N)c(SCC(=O)Nc2ccc3c(c2)OCO3)n1
→ -1	9	3	2.2%	0%	4%	-5	-3%	-24
COc1ccc(C(=O)Nc2cc(C)on2)cc1
→ -3	8	-1	0.0%	0%	-7%	-2	-6%	3

Five records drawn at random from those above, as already listed:
Each structure is followed by: D2 PAM	RXFP1 antagonist	D1 agonist	RXFP1 ag	Vif-APOBEC3G blk	Vif-A3F inh	D1 potentiator	GRP78 ERSR act	D1 antagonist
CC1(C)CC(OC(=O)c2ccco2)CC(C)(C)N1O
→ -3	-13	1	-0.7%	0%	-1%	-8	-5%	-5
OC(COC(c1ccc(F)cc1)c1ccc(F)cc1)CN1CCc2ccccc2C1 (configuration not stated)
→ -17	-62*	5	-3.0%	?	-18%	-7	-6%	3
CCc1ccccc1NC(=O)COc1ccc(C(=S)N2CCCC2)cc1
→ 4	-11	4	1.3%	-12%	-16%	3	-3%	12
Cc1c(Cl)cccc1NC(=O)COC(=O)c1c2c(nc3ccccc13)CCN(Cc1ccccc1)C2
→ .	6	10	2.2%	-7%	-5%	3	-4%	-13
COC(=O)c1ccc(CN2C(=O)NC3(CCCCC3C)C2=O)o1 (configuration not stated)
→ 0	-1	1	-0.1%	1%	.	-5	2%	-12

More results:
| smiles | D2 PAM | RXFP1 antagonist | D1 agonist | RXFP1 ag | Vif-APOBEC3G blk | Vif-A3F inh | D1 potentiator | GRP78 ERSR act | D1 antagonist |
| --- | --- | --- | --- | --- | --- | --- | --- | --- | --- |
| COc1ccc2c(c1)cc(C(=O)N[C@@H](CCSC)C(=O)N1CCC[C@H]1C(=O)O)n2C | -8 | . | 3 | 3.9% | 1% | -3% | -9 | -1% | -16 |
| Cc1cccc(NC(=O)c2sccc2-n2cccc2)c1C | 2 | 1 | 3 | 3.0% | 0% | -3% | -8 | -8% | -2 |
| CCc1nc(NCc2cccs2)c2nnn(Cc3ccccc3)c2n1 | . | -1 | . | . | -3% | -9% | . | -3% | . |
| CC1NC(=O)NC1CCCCCC(=O)Nc1ccc(F)cc1 (configuration not stated) | 0 | -33 | 3 | -0.5% | -8% | 5% | -2 | -7% | 3 |
| CCN1CCN(c2ccc(S(=O)(=O)N3CCCCC3)cc2NC(=O)c2ccc([N+](=O)[O-])s2)CC1 | 1 | -6 | 19 | 1.2% | -12% | -3% | -6 | -6% | 2 |
| N#CN1CCC(NS(=O)(=O)c2ccc(C(F)(F)F)cc2)C1 (configuration not stated) | -13 | . | 22&30 | -0.9% | 1% | 5% | 3&-3 | 2% | -6 |
| O=C1S/C(=C\c2ccc(N3CCOCC3)o2)C(=O)N1Cc1c(F)cccc1Cl | -1 | 13 | 62* | 2.5% | ? | ? | -14 | -3% | 27 |
| O=C(NCC(c1cccnc1)N1CCc2ccccc2C1)C(=O)Nc1ccccc1 (configuration not stated) | 9 | -17 | 0 | 0.4% | 5% | 8% | 1 | 0% | -11 |
| CCOC(=O)c1sc2ccccc2c1S(=O)(=O)N1CCN(c2cccc(OC)c2)CC1 | -1 | -9 | 4 | 1.1% | -32% | 0% | -3 | -1% | -5 |
| COc1ccccc1OCC(=O)Nc1nc2c(s1)CC(C)CC2 (configuration not stated) | -26 | -14 | -1 | -0.4% | 0% | 3% | 1 | -4% | 5 |
| Cc1ccc(OC(C)C(=O)Nc2ccc(S(=O)(=O)N3CCOCC3)cc2)cc1 (configuration not stated) | 9 | -13 | 39* | -1.3% | 1% | 0% | 2 | -1% | 1 |
| COCC(C)n1c(C)cc(C(=O)COC(=O)c2nc3nc(C)cc(C)n3n2)c1C (configuration not stated) | -1 | -7 | 1 | 0.5% | -4% | -5% | 1 | -1% | -3 |
| Cc1ccc(NC(=O)CSCC(=O)N(CCC(C)C)c2c(N)n(Cc3ccccc3)c(=O)[nH]c2=O)cc1 | -5 | -10 | 1 | 0.3% | -3% | -5% | 1 | -2% | 3 |
| COc1ccc(-n2c(Cc3ccccc3)nnc2SCC(=O)N2CCCc3ccccc32)cc1 | -27 | -8 | -1 | 0.4% | 0% | 2% | 0 | 1% | -3 |
| Cc1onc(-c2c(F)cccc2Cl)c1C(=O)N(C)CC(=O)Nc1cccc(F)c1 | -1 | -26 | 4 | -0.2% | 1% | 3% | 5 | 0% | -11 |
| Cn1c(=O)[nH]c(=O)c2c1nc(N1CCCCCC1)n2CC(N)=O | 3 | 1 | 1 | 0.6% | 6% | -6% | -3 | -2% | 10 |
| CCOC(=O)CSC1=C(C#N)C(c2ccccc2OCC)C(C#N)C(=O)N1 (configuration not stated) | -13 | 5 | 0 | 8.5% | ? | -2% | -6 | -4% | -5 |
| O=C(O)Cc1ccc(NC(=O)Nc2cccc(Cl)c2)cc1 | -2 | -1 | 0 | 1.0% | 3% | 13% | -5 | 3% | -51* |
| CCC(C(=O)NCCc1ccc(Cl)cc1)n1ccc2cc(S(=O)(=O)N3CCCCC3)ccc21 (configuration not stated) | 2 | -14 | 6 | 2.1% | -3% | 2% | 2 | 3% | -4 |
| CCC(C(=O)NCC1CCCO1)N(C(=O)c1snc(C(N)=O)c1N)c1ccc(Cl)cc1 (configuration not stated) | 6 | -30 | 9 | -1.3% | 5% | -8% | 4 | -6% | -2 |

Only part of the results is shown; rates above refer to the full screens.
